POLK inh: DNA polymerase kappa (human) inhibition; AID 588579; actives 0.53% (n = 400,000); purified Pol kappa, fluorescent DNA synthesis assay, 10 min; Potency, µM (titrated, usually from 107 µM), for the others: at the highest dose activity, negative = inhibition, hits mostly inhibitors; Q9UBT6; note: potency is the fitted concentration of half-maximal effect; % is set by controls: 0 for no effect and ±100 for the full control effect
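50 nM final substrate added after 15 min RT preincubation of 10 nM Pol kappa with compound; fluorescence read at 0 and 10 min.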
APEX1 inh: inhibitors of human APE1 endonuclease; recombinant APE1, TAMRA/BHQ-2 abasic DNA cleavage fluorescence; Potency, µM (highest dose often 65.8 µM), for the others: at the top dose activity change, negative = inhibition, most hits filed as inhibitors; actives 0.35% (n = 350,000);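 note: potency is the fitted concentration of half-maximal effect; plate controls were vehicle for no effect and reference inhibitor for full effect; nearly all actives have a fitted effect of over 55% in size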
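Enzyme (0.75 nM final) and test compound are incubated 15 min at room temperature before adding 50 nM quenched THF abasic-site duplex. Cleavage dequenches TAMRA, followed at 525/598 nm over three reads one minute apart.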
LDHA inh: LDHA (human) enzyme inhibition; P00338; purified LDHA, NADH/diaphorase-resazurin fluorescence; stronger effect = lower value; activity change, % (values are at about 110 or 230 µM); actives 0.15% (n = 480,000); AID 1347041; in the data active = activity change below about -30%; inconclusive = mostly about -25% to -30%;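 note: plate controls were DMSO wells for no effect and wells without enzyme for full effect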
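LDH5 2 nM; NADH 0.06 mM, pyruvate 0.2 mM; 200 mM Tris pH 7.4, EDTA, Tween-20; 5 min RT. Detection: diaphorase 0.133 mg/mL + resazurin 37 µM, fluorescence ex540/em590 at 0 and 20 min; normalized to enzyme-free and DMSO wells.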
Anesthetic bind: binds horse apoferritin like a general anesthetic; apoferritin/1-aminoanthracene competitive binding, fluorescence; Potency, µM (highest dose often 77.5 µM), inactives show at the top dose activity change, negative = displacement, usual class: inhibitors; actives 0.074% (n = 350,000); AID 485281; note: potency is the fitted concentration of half-maximal effect; % is set by controls: 0 for no effect and ±100 for the full control effect; nearly all actives have a fitted effect of over 20% in size
Target sequence (P02791 2-175 limits assumed): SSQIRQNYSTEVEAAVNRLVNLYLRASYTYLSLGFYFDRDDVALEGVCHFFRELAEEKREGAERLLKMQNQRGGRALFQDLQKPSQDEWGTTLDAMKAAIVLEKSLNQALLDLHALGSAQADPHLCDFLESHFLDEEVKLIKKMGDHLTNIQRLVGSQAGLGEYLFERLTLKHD
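Steps: apoferritin (10 uM) was premixed with half-saturated 1-AMA in PBS, compounds were pin-transferred, plates stood 10 min at room temperature, fluorescence was read at 380/535 nm, and curves were fitted with a Hill equation.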
Pol beta inh: DNA polymerase beta (human) inhibition | P06746 | Potency, µM (series often up to 114 µM), for inactives: top-dose activity change, negative = inhibition, actives largely listed as inhibitors | Pol beta primer extension/strand displacement, fluorescence kinetic | AID 485314 | actives 1.3% (n = 340,000); note: potency is the fitted concentration of half-maximal effect; % is set by controls: 0 for no effect and ±100 for the full control effect
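Pol beta (10 nM) was preincubated with compound for 15 min at room temperature. The reaction was then started with 50 nM substrate and read immediately and after a further 10 min at room temperature.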
POLI inh: DNA polymerase iota (human) inhibition | Q9UNA4 | Pol iota fluorescent replication assay, 10 min | Potency, µM (series often up to 115 µM), without a hit: at the highest dose activity, negative = inhibition, actives largely listed as inhibitors | actives 1% (n = 390,000) | AID 588590; note: potency is the fitted concentration of half-maximal effect
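Fluorescent replication assay read twice, at 0 min and 10 min after adding 50 nM (final) substrate. Enzyme (10 nM) and compounds were first incubated 15 min at room temperature; enzyme-free buffer wells were negative controls.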
Glioma ERSR ind: ER stress response induction in glioma; AID 602332; U87-MG GRP78 promoter luciferase reporter, 16 h; Potency, µM, inactives show at the highest dose activation, usual class: activators; actives 0.02% (n = 420,000); note: potency is the fitted concentration of half-maximal effect; series mostly up to about 76 µM; % of control where 0% means no effect; nearly all actives have a fitted effect of over 35% in size
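Stably transfected U87-MG glioma cells carrying a GRP78-based luciferase sensor; 16 h compound incubation. Luminescence end-point read 10 min after Bright-Glo addition at room temperature.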
POLH inh: inhibitors of human DNA polymerase eta; actives 1.2% (n = 390,000); Potency, µM (highest dose often 114 µM), for the others: top-dose activity change, negative = inhibition, usual class: inhibitors; recombinant Pol eta, fluorescent DNA replication assay; note: potency is the fitted concentration of half-maximal effect; % is set by controls: 0 for no effect and ±100 for the full control effect
Target sequence (Q9Y253 whole entry, looked up): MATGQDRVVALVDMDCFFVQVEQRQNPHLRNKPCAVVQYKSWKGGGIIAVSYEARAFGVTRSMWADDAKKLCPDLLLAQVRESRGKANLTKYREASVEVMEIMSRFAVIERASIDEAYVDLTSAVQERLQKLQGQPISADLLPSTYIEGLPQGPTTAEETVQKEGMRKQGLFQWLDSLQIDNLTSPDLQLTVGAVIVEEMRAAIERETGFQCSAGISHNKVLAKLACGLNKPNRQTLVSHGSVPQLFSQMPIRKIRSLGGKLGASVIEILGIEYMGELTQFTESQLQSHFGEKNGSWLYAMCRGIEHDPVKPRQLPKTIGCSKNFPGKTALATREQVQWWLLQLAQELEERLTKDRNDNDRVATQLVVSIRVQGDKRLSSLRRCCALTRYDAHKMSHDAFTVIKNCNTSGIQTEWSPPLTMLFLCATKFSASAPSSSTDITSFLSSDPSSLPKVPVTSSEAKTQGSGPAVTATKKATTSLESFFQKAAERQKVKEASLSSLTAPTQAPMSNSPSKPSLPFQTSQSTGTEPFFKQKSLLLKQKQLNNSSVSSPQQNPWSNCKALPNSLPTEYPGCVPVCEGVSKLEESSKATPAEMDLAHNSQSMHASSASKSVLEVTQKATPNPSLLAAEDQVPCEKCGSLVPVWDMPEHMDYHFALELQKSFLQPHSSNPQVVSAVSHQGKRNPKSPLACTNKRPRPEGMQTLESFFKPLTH
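Pol eta at 10 nM preincubated with compounds 15 min at room temperature; reaction started with fluorescent substrate (50 nM final) and read kinetically at 0 and 10 min.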
BLM helicase inh: inhibitors of human Bloom syndrome helicase BLM | P54132 | recombinant BLM DNA unwinding, fluorescence dequenching | Potency, µM (series often up to 56.1 µM), for the others: top-dose activity change, negative = inhibition, hits mostly inhibitors | actives 0.2% (n = 350,000) | AID 2528;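 note: potency is the fitted concentration of half-maximal effect; plate controls were vehicle for no effect and no enzyme for full effect; nearly all actives have a fitted effect of over 35% in size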
Numbers without * were called inactive; ? = inconclusive; · = not tested or not shown; & = joins results of further samples; [ ] = dose if it differs, or a comment. Unless noted, calls come from the whole dose curve; as a rule, active = well fitted curve in the direction sought with a large enough effect; inconclusive = small, poorly fitted or top-dose-only effect, or another doubt; inactive = no such curve, though single readings can be large; an effect the other way counts as inactive or inconclusive.

SMILES	POLK inh	APEX1 inh	LDHA inh	Anesthetic bind	Pol beta inh	POLI inh	Glioma ERSR ind	POLH inh	BLM helicase inh
C[C@@]12C(=O)N(c3cccc(Cl)c3)C(=O)N1[C@H](c1ccc(Cl)cc1)[C@@H]1C(=O)N(C3CCCCC3)C(=O)[C@@H]12	-17%	-7%	0	·	·	14%	-4%	-21%	·
O=C(COc1ccc2c(c1)OCO2)Nc1ccccc1C(F)(F)F	-2%	-1%	-6	-10%	2%	54%[activator]	7%	-18%	-6%
CCN(CC)C(=O)CN(c1cccc(OC)c1)S(=O)(=O)c1ccc(C)cc1	-10%	1%	-8	-10%	35%	15%	-4%	9%	-2%
Cc1ccc(-n2nnc3c(=O)n(CC(N)=O)cnc32)cc1	3%	22%	-13	5%	29%	6%	9%	-12%	-3%
Cc1cccc(N2CC(C(=O)Nc3ccc(S(=O)(=O)N4CCCCC4)cc3)CC2=O)c1C (stereo not given)	-10%	-9%	-4	-21%	-2%	57%[activator]	-3%	-19%	-4%
CC(NC(=O)CN1CCC(C(N)=O)CC1)c1ccccc1 (stereo not given)	-2%	0%	-5	-3%	4%	11%	-5%	-1%	5%
COC(=O)[C@@]12CCCCN1[C@H](c1ccc(-c3ccc(F)cc3)cc1)[C@H]1C(=O)N(C)C(=O)[C@H]12	3%	3%	-4	·	·	15%	4%	-25%	·
Cc1cc(C(=O)C(=O)N(C)C)c(C)n1-c1ccc(Cl)c(Cl)c1	-12%	-4%	-2	-14%	1%	3%	-2%	-9%	-4%
CCOC(=O)c1cccnc1SC(CC)C(=O)N1CCOCC1 (stereo not given)	-5%	1%	-7	-9%	67%	?	-2%	-12%	-3%
CN1CCN(C(CNS(=O)(=O)c2ccc(Cl)cc2)c2cccnc2)CC1 (stereo not given)	-18%	9%	-5	-4%	20%	23%	-3%	8%	-13%
CCCCCC(=O)c1c(C)[nH]c(C(=O)OCC)c1C	-2%	0%	2	-8%	7%	0%	5%	-20%	-4%
O=C(Nc1cccc(F)c1)N1CCC(n2c(=O)[nH]c3ccccc32)CC1	-4%	2%	-6	-19%	-2%	?	-1%	-12%	1%

As a working copy, ten of the compounds above.
SMILES	POLK inh	APEX1 inh	LDHA inh	Anesthetic bind	Pol beta inh	POLI inh	Glioma ERSR ind	POLH inh	BLM helicase inh
CCN(CC)C(=O)CN(c1cccc(OC)c1)S(=O)(=O)c1ccc(C)cc1	-10%	1%	-8	-10%	35%	15%	-4%	9%	-2%
Cc1ccc(-n2nnc3c(=O)n(CC(N)=O)cnc32)cc1	3%	22%	-13	5%	29%	6%	9%	-12%	-3%
Cc1cccc(N2CC(C(=O)Nc3ccc(S(=O)(=O)N4CCCCC4)cc3)CC2=O)c1C (stereo not given)	-10%	-9%	-4	-21%	-2%	57%[activator]	-3%	-19%	-4%
CC(NC(=O)CN1CCC(C(N)=O)CC1)c1ccccc1 (stereo not given)	-2%	0%	-5	-3%	4%	11%	-5%	-1%	5%
COC(=O)[C@@]12CCCCN1[C@H](c1ccc(-c3ccc(F)cc3)cc1)[C@H]1C(=O)N(C)C(=O)[C@H]12	3%	3%	-4	·	·	15%	4%	-25%	·
Cc1cc(C(=O)C(=O)N(C)C)c(C)n1-c1ccc(Cl)c(Cl)c1	-12%	-4%	-2	-14%	1%	3%	-2%	-9%	-4%
CCOC(=O)c1cccnc1SC(CC)C(=O)N1CCOCC1 (stereo not given)	-5%	1%	-7	-9%	67%	?	-2%	-12%	-3%
CN1CCN(C(CNS(=O)(=O)c2ccc(Cl)cc2)c2cccnc2)CC1 (stereo not given)	-18%	9%	-5	-4%	20%	23%	-3%	8%	-13%
CCCCCC(=O)c1c(C)[nH]c(C(=O)OCC)c1C	-2%	0%	2	-8%	7%	0%	5%	-20%	-4%
O=C(Nc1cccc(F)c1)N1CCC(n2c(=O)[nH]c3ccccc32)CC1	-4%	2%	-6	-19%	-2%	?	-1%	-12%	1%

The results go on:
SMILES	POLK inh	APEX1 inh	LDHA inh	Anesthetic bind	Pol beta inh	POLI inh	Glioma ERSR ind	POLH inh	BLM helicase inh
CCOc1ccc(/C=N/NC(=O)c2cc3c(OC)cc(OC)cc3[nH]2)cc1OC	-8%	-19%	4	41%[activator]	?	24%	3%	?	-27%
COC(=O)c1cc2occc2n1CC(=O)Nc1cccc(SC)c1	-9%	·	-18	49%[activator]	3%	25%	1%	-20%	0%
COc1cc(/C=N/NS(=O)(=O)c2ccccc2)c(OC)c(OC)c1	-11%	-2%	1	3%	53%	-15%	-2%	-3%	0%
Cc1cc(C)c(S(=O)(=O)NCc2cccnc2)cc1C	-2%	-8%	-7	-4%	?	20%	-3%	2%	3%
CC(C)C(C)NC(=O)CN1C(=O)NC2(CCc3ccccc3C2)C1=O (stereo not given)	-10%	-5%	-12	-19%	-3%	30%[activator]	1%	8%	-1%
CCn1c(=O)cc(OCC(=O)N2CCN(c3ccc(F)cc3)CC2)c2ccccc21	-2%&-3%	1%	-5&-8	-3%&4%	0%&67%	68%&-15%[activator]	-1%&2%	-22%&-5%	-2%&-2%
CN1CCN(Cc2cn[nH]c2-c2ccc(F)cc2F)[C@@H](c2ccccc2)C1	-3%	8%	-3	-2%	-1%	13%	-3%	1%	8%
CC(C)CCNC(=O)c1cccc(C(=O)NCCC(C)C)c1	-1%	4%	0	-15%	13%	17%	-5%	-10%	-1%
COc1cc(-c2nnc(CSc3nnc(Nc4ccc(C(C)C)cc4)s3)o2)cc(OC)c1OC	-17%	4%	2	-16%	26%	56%[activator]	-9%	?	0%
CS/C(=C\C(=O)c1ccco1)Nc1ccccc1Cl	-3%	9%	4	-23%	0%	54%[activator]	3%	-18%	-2%
Cc1ccc(C(=O)N2CCCC(C(=O)c3ccc(Oc4ccccc4)cc3)C2)cn1 (stereo not given)	-3%	4%	-1	-22%	11%	2%	-6%	-23%	-5%
C/C(=N\NC(=O)Cn1nc(C)c([N+](=O)[O-])c1C)c1ccc(Cl)s1	9%	1%	-5	-4%	4%	4%	-2%	-19%	-3%
CCOC(=O)c1c(S(=O)(=O)N2CCC(C(=O)Nc3ccc(C)cn3)CC2)c(C)n(C)c1C	-13%[60.1 µM]	·	1	-11%	0%	26%	-2%	-13%	-1%
COC(=O)c1ccc(OC(=O)C2CC(=O)N(c3ccc(C)cc3C)C2)cc1 (stereo not given)	-2%	3%	-1	0%	-2%	-17%[58.9 µM]	-3%	-2%	0%
CC(=O)c1ccc2c3c(cc(C)c2c1)CCCC3	-7%	·	-1	·	·	46%[activator]	6%	-1%	·
COc1cccc(NC(=O)CSc2nnc3ccc(-c4ccncc4)nn23)c1	-1%	13%	1	·	·	21%	-6%	-5%	·
Fc1ccccc1-n1ncc2c1ncn1nc(COc3ccc(Cl)cc3)nc21	18%	·	-7	3%	11%	18%	·	·	-1%
C=CCN1C(=O)/C(=C/c2ccc(OCC(=O)O)cc2)S/C1=N/c1nccs1	0%	?	-5	-13%	?	89µM*	-1%	?	0%
O=C(N/N=C/c1ccco1)c1cc(-c2cccc3ccccc23)n[nH]1	-14%	0%	-9	?	?	-14%	6%	-8%	-3%
CCOC(=O)C1C(=O)NC(N2CCOCC2)=NC1C(C)C (stereo not given)	6%	12%	0	-5%	18%	13%	-5%	-6%	-2%
COc1ccc(CNC(=O)CSc2n[nH]c(-c3ccc(OC)cc3)n2)cc1	-4%[60.1 µM]	·	1	-5%	7%	6%	-1%	3%	3%
Nc1nonc1-n1nnc(C(=O)N/N=C/c2c[nH]c3ccccc23)c1-c1ccccc1	-15%	10%	-11	-9%	16%	47%[activator]	-4%	-23%	-8%
O=C(NCCC1CCCCN1S(=O)(=O)c1cccs1)C(=O)Nc1ccc(F)cc1F (stereo not given)	-24%	1%	-4	·	·	39%[activator]	-4%	0%	·
Cc1ccc(NC(=O)c2c(Cl)nc3ccccn23)cc1	3%	-5%	-6	-4%	4%	40%[activator]	3%	-18%	3%
CCOc1ccccc1C(=O)Nc1nccs1	-1%	0%	-14	-13%	-5%	13%	1%	-8%	3%
CC(=Nc1ccccc1C)C1=C(O)CSC1=O	-7%[60.1 µM]	1%	5	-15%	4%	46%[activator]	1%	0%	-10%
CCOc1cc(C(=O)O)cc(Cl)c1OC	-10%	0%	-4	11%	1%	-3%	-1%	-10%	1%
Cc1csc(=O)n1CC(=O)OCC(=O)Nc1cc(Cl)ccc1[N+](=O)[O-]	-13%	-4%	-8	-17%	49%	14%	-5%	-11%	-3%
COc1cc(NC(=O)c2ccc3c(c2)OCCO3)ccc1NC(=O)c1ccccc1Cl	0%	5%	0	-8%	0%	42%[activator]	?	-20%	-1%
COc1ccc(/C=N/N(C(C)=O)c2nc(-c3ccc(C)cc3)cs2)cc1	-11%	-1%	2	-7%	1%	11%	-3%	-4%	0%
Fc1ccc(SCCc2ccccn2)cc1	4%&-4%	-6%&9%	3&7&-7&2	-2%&-4%	2%&-15%	55%&23%[activator]	4%&0%	-21%&-9%	1%&-3%
CC(=O)Nc1nc2n(n1)C(c1ccccc1)C=C(c1ccccc1)N2 (stereo not given)	2%	3%	-3&-2	·	1%	19%	-5%	13%	2%
Cn1c(SCC(=O)c2ccc(O)c(O)c2)nnc1-c1cccs1	79µM*	?	4	-13%	3.5µM*	28µM*	6%	22µM*	5%
CCCCNC(=O)[C@H]1C[C@H]1[C@@H](O)[C@H](CO)NC(=O)[C@H](CC(C)C)NC(=O)OC(C)(C)C	1%	0%	-2	-8%	13%	11%	-4%	-20%	0%

High-throughput results from PubChem BioAssay.

This is a subset; the hit share may differ from the screen's.
